STAT3 activator = IL-6 driven STAT3 reporter potentiators, primary screen, U3A cells, luciferase, luminescence, MLSCN library. IL-6 STAT3-luciferase reporter; 100% = signal with IL-6 EC80 alone. activation (% of control), % at 5.6 µM. 0.91% of 190,000 active;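 active = activation above the screen-wide mean of compound activation plus 3 SD, cut at about 130% in these data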;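 also: 0% = background luminescence of wells with medium and substrate only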
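Material: human U3A cells carrying STAT3-luciferase construct. Measured by: reporter luminescence signal. Timing: compound 1 h, then IL-6 6 h at 37 °C.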
APP 5'UTR act = activators of APP 5'UTR luciferase reporter, primary screen, SH-SY5Y cells. SH-SY5Y APP 5'UTR luciferase reporter, luminescence; zero percent = DMSO vehicle wells. activation, % at 2 µM. 1% of 190,000 active;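 active = activation above a set limit, based on mean plus 3 SD of controls, cut at about 140% in these data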; also: values of inactives mirror those of a sister screen read the other way
DTT redox prof = compounds producing H2O2 with reducing agent – biochemical, NIH compound library profiling, artefact control for MLSCN library redox annotation, primary screen; DTT-dependent redox cycling H2O2, phenol red/HRP absorbance; 100% = 100 µM peroxide control, 0% = buffer; activation, % at 10 µM; 0.03% of 200,000 active;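 active = activation of at least 50% relative to the plate's high and low controls in the primary single-dose screen; inactive = activation below 50%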;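 also: compound incubated with DTT at 0.8 mM final as the reducing agent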
NF-kB expr up = activators of NF-kB expression in neurons, primary screen, cell-based, HTS; human neuronal cells, NF-kB reporter expression; active compounds read high; fold change at 12.5 µM; 1.6% of 190,000 active; AID 1239, 2008; in the data active = fold change above about 3.3
Efa HMGR inh = inhibitors of E. faecalis class II HMGR, primary screen, biochemical, Enterococcus faecalis; HMG-CoA reductase (Enterococcus faecalis, mvaE); purified E. faecalis HMGR, NADPH absorbance 340 nm kinetic; inhibition, % at 10 µM; 0.41% of 190,000 active; AID 1066, 2008;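 active = inhibition above a set limit, the median over all tested compounds plus 3 SD, cut at about 9.5% in these data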;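 also: enzyme runs in reverse so mevalonate oxidation gives rising NADPH absorbance; 0% = complete reaction with DMSO and 100% = background rate lacking mevalonate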
STAT1 activator = STAT1 signaling activators, primary screen, cell-based, HTS, luciferase reporter; NIH 3T3 STAT1-luciferase reporter, IFN-gamma, luminescence; 100% = IFN-gamma alone, no compound; activation (% of control), % at 5.5 µM; 2.6% of 200,000 active; AID 932, 2007;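 active = activation above the screen-wide mean activation plus 3 SD, cut at about 130% in these data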;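 also: raw ratio to IFN-gamma control signal so 100% means no change and 0% no light; values of inactives mirror those of a sister screen read the other way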
STAT3 blocker = IL-6 driven STAT3 reporter inhibitors, primary screen, U3A cells, luciferase, luminescence, MLSCN library; inhibition, % at 5.5 µM; 0.89% of 190,000 active; IL-6 STAT3-luciferase reporter; host cell line lacks STAT1; AID 862, 2007;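 active = inhibition above the mean inhibition across all screened compounds plus 3 SD, cut at about 44% in these data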;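 also: 0% = DMSO only wells and 100% = 100 µM nifuroxazide control wells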
STAT1 blocker = STAT1 signaling inhibitors, primary screen, cell-based, HTS, luciferase reporter; inhibition, % at 5.5 µM; NIH 3T3 STAT1-luciferase reporter, IFN-gamma, luminescence; 0.35% of 200,000 active; AID 920, 2007;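 active = inhibition above a set limit, the mean inhibition across all tested compounds plus 3 SD, cut at about 34% in these data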;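 also: 0% = IFN-gamma with DMSO and 100% = IFN-gamma with 300 µM nifuroxazide; values of inactives mirror those of a sister screen read the other way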
Hsp70 activator = Hsp70 transcriptional activators, primary screen, cell-based, HeLa, Hsp70 promoter luciferase, luminescence, 10 µM | HeLa Hsp70 promoter luciferase reporter; scaled: vehicle 0, proteasome-inhibitor control 100% | activation, % at 10 µM | 0.04% of 200,000 active;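 active = activation above the mean across all tested compounds plus 3 SD, cutoff set per campaign, cut at about 5.5% in these data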;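 also: 100% = MG132 at 30 µM as the positive control and 0% = DMSO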
TLR4 MyD88 comp = inhibitors of TLR4-MyD88 association in cells, primary screen, cell-based, HeLa CL3-4, BLA complementation, FRET ratio | HeLa CL3-4 TLR4/MyD88 BLA complementation | inhibition, % at 8.4 µM | 0.18% of 200,000 active; in the data active = inhibition above about 25%;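 also: 0% = vehicle and 100% = reference inhibitor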
Target sequence (O00206 whole entry, looked up): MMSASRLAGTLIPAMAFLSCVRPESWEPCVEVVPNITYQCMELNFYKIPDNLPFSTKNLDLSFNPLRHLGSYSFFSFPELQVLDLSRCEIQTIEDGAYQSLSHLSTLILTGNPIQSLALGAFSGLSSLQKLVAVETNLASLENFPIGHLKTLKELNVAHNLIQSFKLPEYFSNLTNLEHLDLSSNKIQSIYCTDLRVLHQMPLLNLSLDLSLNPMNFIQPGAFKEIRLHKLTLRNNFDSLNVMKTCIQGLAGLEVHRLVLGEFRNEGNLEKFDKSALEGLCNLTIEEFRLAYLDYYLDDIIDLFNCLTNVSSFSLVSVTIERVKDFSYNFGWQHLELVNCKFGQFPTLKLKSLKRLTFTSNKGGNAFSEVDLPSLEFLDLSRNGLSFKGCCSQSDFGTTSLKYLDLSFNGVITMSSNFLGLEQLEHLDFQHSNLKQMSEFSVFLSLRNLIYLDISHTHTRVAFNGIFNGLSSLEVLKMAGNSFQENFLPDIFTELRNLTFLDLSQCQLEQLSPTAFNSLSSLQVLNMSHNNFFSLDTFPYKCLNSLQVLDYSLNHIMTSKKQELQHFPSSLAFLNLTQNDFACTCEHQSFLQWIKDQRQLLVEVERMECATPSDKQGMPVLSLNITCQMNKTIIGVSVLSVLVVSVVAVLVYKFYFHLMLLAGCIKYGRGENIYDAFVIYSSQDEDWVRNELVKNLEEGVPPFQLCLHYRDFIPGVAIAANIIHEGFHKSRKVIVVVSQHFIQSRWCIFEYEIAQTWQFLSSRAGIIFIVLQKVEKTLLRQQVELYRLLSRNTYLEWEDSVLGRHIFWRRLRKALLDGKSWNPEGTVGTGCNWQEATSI
Target sequence (Q99836 whole entry, looked up): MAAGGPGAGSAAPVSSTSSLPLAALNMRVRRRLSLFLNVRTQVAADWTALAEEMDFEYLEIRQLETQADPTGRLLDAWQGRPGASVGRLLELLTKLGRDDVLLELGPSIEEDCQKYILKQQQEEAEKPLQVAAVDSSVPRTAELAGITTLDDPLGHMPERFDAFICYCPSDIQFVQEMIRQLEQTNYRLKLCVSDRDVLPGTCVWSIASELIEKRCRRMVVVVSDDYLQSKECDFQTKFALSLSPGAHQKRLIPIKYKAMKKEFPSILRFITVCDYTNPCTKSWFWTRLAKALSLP
* marks the source's active call; other numbers are inactive results.

For CCC(C)NC(=O)CCc1nc2ccccc2n1-c1ccccc1 (configuration not stated) the results were STAT3 activator 102, APP 5'UTR act 2, DTT redox prof 0.3, NF-kB expr up 0.9, Efa HMGR inh -5, STAT1 activator 103, STAT3 blocker -4, STAT1 blocker -3, Hsp70 activator -0.2 and TLR4 MyD88 comp 5.
`CCCNC(=O)NC(=O)COC(=O)c1cccc(NS(=O)(=O)c2ccc(F)c(F)c2)c1` gave STAT3 activator 99, APP 5'UTR act -1, DTT redox prof -1.0, NF-kB expr up 0.99, Efa HMGR inh -1, STAT1 activator 96, STAT3 blocker 4, STAT1 blocker 5, Hsp70 activator -0.2 and TLR4 MyD88 comp -7.
CC(=O)Nc1ccc(SCC(=O)c2cc(C)n(C)c2C)cc1 was read as STAT3 activator 102, APP 5'UTR act 2, DTT redox prof 0.1, NF-kB expr up 1.2, Efa HMGR inh -4, STAT1 activator 112, STAT3 blocker 3, STAT1 blocker -13, Hsp70 activator 0.0 and TLR4 MyD88 comp -5.
`COCCn1c(N)c(N(Cc2ccccc2)C(=O)c2ccc3ccccc3c2)c(=O)[nH]c1=O` gave STAT3 activator 101, APP 5'UTR act 42, DTT redox prof 10, NF-kB expr up 1.1, Efa HMGR inh -1, STAT1 activator 106, STAT3 blocker 2, STAT1 blocker -6, Hsp70 activator 0.1 and TLR4 MyD88 comp -12.
Screening CC(=O)c1ccc(OCCCC(=O)OCc2nnc(-c3ccc(Cl)cc3)o2)cc1 returned STAT3 activator 99, APP 5'UTR act 5, DTT redox prof 0.1, NF-kB expr up 1.2, Efa HMGR inh -5, STAT1 activator 99, STAT3 blocker 1, STAT1 blocker 1, Hsp70 activator 0.1 and TLR4 MyD88 comp -1.
Screening Cc1cc([N+](=O)[O-])ccc1N=Nc1c(N)[nH]n(-c2ccccc2)c1=O returned STAT3 activator 98, APP 5'UTR act 19, DTT redox prof 0.0, NF-kB expr up 1.2, Efa HMGR inh 1, STAT1 activator 104, STAT3 blocker 3, STAT1 blocker -5, Hsp70 activator -0.4 and TLR4 MyD88 comp -6.
CCOC(=O)c1ccc(NC2c3ccccc3C(=O)N2c2ccc(C)cn2)cc1 (configuration not stated) was read as STAT3 activator 100, APP 5'UTR act -12, DTT redox prof -1.2, NF-kB expr up 1.3, Efa HMGR inh -2, STAT1 activator 100, STAT3 blocker 5, STAT1 blocker 0, Hsp70 activator -0.2 and TLR4 MyD88 comp -6.
For O=[n+]1c2c(n([O-])c3c1CCC3)CCCC2 the results were STAT3 activator 136*, APP 5'UTR act -10, DTT redox prof -0.1, NF-kB expr up 1.1, Efa HMGR inh -5, STAT1 activator 101, STAT3 blocker -36, STAT1 blocker -1, Hsp70 activator 0.1 and TLR4 MyD88 comp 8.
CCCCC(=O)Nc1ccc2c3c(cccc13)C(=O)N2CC was read as STAT3 activator 87, APP 5'UTR act -3, DTT redox prof 2.1, NF-kB expr up 1.1, Efa HMGR inh -5, STAT1 activator 99, STAT3 blocker 19, STAT1 blocker 2, Hsp70 activator 0.2 and TLR4 MyD88 comp 8.
`S=C(NCc1ccc2c(c1)OCO2)NCc1ccc2c(c1)OCO2` gave STAT3 activator 110, APP 5'UTR act 12, DTT redox prof -0.1, NF-kB expr up 1.2, Efa HMGR inh 0, STAT1 activator 108, STAT3 blocker -7, STAT1 blocker -9, Hsp70 activator -0.2 and TLR4 MyD88 comp -5.
`O=C1c2ccncc2C(=O)N1CO` gave STAT3 activator 107, APP 5'UTR act 13, DTT redox prof -4.2, NF-kB expr up 1.3, Efa HMGR inh -12, STAT1 activator 85, STAT3 blocker -8, STAT1 blocker 17, Hsp70 activator 0.1 and TLR4 MyD88 comp 8.
`Cc1ccc(-c2nc3ncccn3c2Nc2ccccc2C)o1` gave STAT3 activator 88, APP 5'UTR act 27, DTT redox prof -0.5, NF-kB expr up 1, Efa HMGR inh 0, STAT1 activator 90, STAT3 blocker 20, STAT1 blocker 9, Hsp70 activator 0.1 and TLR4 MyD88 comp 21.
`COC(=O)c1ccc(/C=N\n2c(C)nnc2C)cc1` gave STAT3 activator 95, APP 5'UTR act 11, DTT redox prof -0.5, NF-kB expr up 1.1, Efa HMGR inh 0, STAT1 activator 96, STAT3 blocker 9, STAT1 blocker 4, Hsp70 activator -0.2 and TLR4 MyD88 comp -10.
Screening COc1cc(C(=O)N/N=C(\C)c2ccc3c(c2)OCO3)cc(OC)c1OC returned STAT3 activator 107, APP 5'UTR act -91, DTT redox prof -0.1, NF-kB expr up 1, Efa HMGR inh -3, STAT1 activator 97, STAT3 blocker -5, STAT1 blocker 4, Hsp70 activator 0.3 and TLR4 MyD88 comp -1.
Screening CC(=O)N1CCC(N(CCN2CCOCC2)C(=S)Nc2ccccc2C)CC1 returned STAT3 activator 95, APP 5'UTR act -1, DTT redox prof 0.3, NF-kB expr up 1.2, Efa HMGR inh -1, STAT1 activator 94, STAT3 blocker 3, STAT1 blocker 7, Hsp70 activator 0.2 and TLR4 MyD88 comp -19.

Sorted by molecular weight (rising): part of the list above.
For O=[n+]1c2c(n([O-])c3c1CCC3)CCCC2 the results were STAT3 activator 136*, APP 5'UTR act -10, DTT redox prof -0.1, NF-kB expr up 1.1, Efa HMGR inh -5, STAT1 activator 101, STAT3 blocker -36, STAT1 blocker -1, Hsp70 activator 0.1 and TLR4 MyD88 comp 8.
CCCCC(=O)Nc1ccc2c3c(cccc13)C(=O)N2CC was read as STAT3 activator 87, APP 5'UTR act -3, DTT redox prof 2.1, NF-kB expr up 1.1, Efa HMGR inh -5, STAT1 activator 99, STAT3 blocker 19, STAT1 blocker 2, Hsp70 activator 0.2 and TLR4 MyD88 comp 8.
CC(=O)Nc1ccc(SCC(=O)c2cc(C)n(C)c2C)cc1 was read as STAT3 activator 102, APP 5'UTR act 2, DTT redox prof 0.1, NF-kB expr up 1.2, Efa HMGR inh -4, STAT1 activator 112, STAT3 blocker 3, STAT1 blocker -13, Hsp70 activator 0.0 and TLR4 MyD88 comp -5.
`S=C(NCc1ccc2c(c1)OCO2)NCc1ccc2c(c1)OCO2` gave STAT3 activator 110, APP 5'UTR act 12, DTT redox prof -0.1, NF-kB expr up 1.2, Efa HMGR inh 0, STAT1 activator 108, STAT3 blocker -7, STAT1 blocker -9, Hsp70 activator -0.2 and TLR4 MyD88 comp -5.

(more compounds)
`CCCCSc1nsc(NC(C)=O)n1` gave STAT3 activator 100, APP 5'UTR act 142*, DTT redox prof 0.3, NF-kB expr up 3.2, Efa HMGR inh -1, STAT1 activator 127, STAT3 blocker 10, STAT1 blocker -30, Hsp70 activator 1.1 and TLR4 MyD88 comp -14.
Screening CCOC(=O)c1c(NC(=O)c2ccc(N3CCOCC3)c([N+](=O)[O-])c2)sc(C)c1C returned STAT3 activator 97, APP 5'UTR act 7, DTT redox prof -4.3, NF-kB expr up 1.3, Efa HMGR inh -4, STAT1 activator 101, STAT3 blocker 15, STAT1 blocker -1, Hsp70 activator 0.1 and TLR4 MyD88 comp 15.
CCOC(=O)c1c(NC(=O)C2C3C=CC(C3)C2(C)C(=O)O)sc2c1CCCC2 (configuration not stated) was read as STAT3 activator 85, APP 5'UTR act 23, DTT redox prof -0.6, NF-kB expr up 1.2, Efa HMGR inh -3, STAT1 activator 93, STAT3 blocker 21, STAT1 blocker 8, Hsp70 activator -0.3 and TLR4 MyD88 comp 6.
Cc1ccc2c(c1)N(CC(=O)NCc1cccnc1)C(=O)CO2 was read as STAT3 activator 98, APP 5'UTR act 17, DTT redox prof 1.0, NF-kB expr up 1.1, Efa HMGR inh -2, STAT1 activator 103, STAT3 blocker 5, STAT1 blocker -3, Hsp70 activator 0.6 and TLR4 MyD88 comp -26.
For Cc1nnc(SCC(=O)NCCc2ccccc2)[nH]c1=O the results were STAT3 activator 103, APP 5'UTR act 2, DTT redox prof 2.2, STAT1 activator 105, STAT3 blocker 1, STAT1 blocker -6, Hsp70 activator -0.3 and TLR4 MyD88 comp -6.
Screening CCCCC1CC1C(=O)Nc1ccc(OC)c(OC)c1 (configuration not stated) returned STAT3 activator 107, APP 5'UTR act -1, DTT redox prof -1.7, NF-kB expr up 1.1, Efa HMGR inh -1, STAT1 activator 105, STAT3 blocker -4, STAT1 blocker -4, Hsp70 activator -0.1 and TLR4 MyD88 comp 4.
For Cc1cc(C(=O)CN2C(=O)CCC2=O)c(C)n1Cc1ccccc1 the results were STAT3 activator 100, APP 5'UTR act 0, DTT redox prof 1.4, NF-kB expr up 1.2, Efa HMGR inh -2, STAT1 activator 95, STAT3 blocker 3, STAT1 blocker 6, Hsp70 activator -0.5 and TLR4 MyD88 comp -5.
O=C(CCc1nnc(-c2ccc(-c3ccccc3)cc2)o1)NCCc1ccccn1 was read as STAT3 activator 80, APP 5'UTR act -44, DTT redox prof 0.5, NF-kB expr up 0.81, Efa HMGR inh 0, STAT1 activator 100, STAT3 blocker 27, STAT1 blocker -2, Hsp70 activator -0.1 and TLR4 MyD88 comp -6.
For CCOc1ccc(/C=C/C2=Cc3c(sc(NC(=O)CSc4n[nH]c(N)n4)c3C#N)C(C)(C)C2)cc1 the results were STAT3 activator 103, APP 5'UTR act 8, DTT redox prof -3.4, NF-kB expr up 0.94, Efa HMGR inh 1, STAT1 activator 108, STAT3 blocker -1, STAT1 blocker -8, Hsp70 activator -0.2 and TLR4 MyD88 comp 14.
`CCC(Sc1nc(C)cc(C)n1)C(=O)O` (configuration not stated) gave STAT3 activator 102, APP 5'UTR act -2, DTT redox prof 0.0, NF-kB expr up 1.1, Efa HMGR inh -1, STAT1 activator 99, STAT3 blocker 2, STAT1 blocker 1, Hsp70 activator -0.2 and TLR4 MyD88 comp 3.
For COc1ccc(OC)c(C(c2nnnn2C2CCCC2)N2CCN(c3ccc(F)cc3)CC2)c1 (configuration not stated) the results were STAT3 activator 102, APP 5'UTR act 17, DTT redox prof 1.6, NF-kB expr up 0.78, Efa HMGR inh -5, STAT1 activator 100, STAT3 blocker 8, STAT1 blocker 0, Hsp70 activator -0.4 and TLR4 MyD88 comp -3.
Screening CCNc1nc(NCC)nc(Oc2ccc(OCc3ccccc3)nn2)n1 returned STAT3 activator 89, APP 5'UTR act 21, DTT redox prof -0.7, NF-kB expr up 0.99, Efa HMGR inh -5, STAT1 activator 82, STAT3 blocker 17, STAT1 blocker 18, Hsp70 activator -0.2 and TLR4 MyD88 comp -7.
Screening Cc1ccc(Nc2ccc(N3CCN(c4ccc([N+](=O)[O-])cc4)CC3)nn2)cc1 returned STAT3 activator 108, APP 5'UTR act -2, DTT redox prof 0.5, NF-kB expr up 0.94, Efa HMGR inh -2, STAT1 activator 101, STAT3 blocker 1, STAT1 blocker -3, Hsp70 activator 0.0 and TLR4 MyD88 comp -9.
